Screening data (PubChem BioAssay)
ATXN2 expr inh = Primary qHTS for Inhibitors of ATXN expression | HEK-293 ATXN2-luciferase reporter, luminescence, 24 h | Potency, µM (series often up to 57 µM), for inactives: at the top dose activity change, negative = inhibition, actives largely listed as inhibitors | 360,000 tested, 0.72% active | AID 1745845, 2022; note: potency is the fitted concentration of half-maximal effect; % is set by controls: 0 for no effect and ±100 for the full control effect; nearly all actives have a fitted effect of over 55% in size
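qHTS (up to 57 uM final) was run with 24 h compound exposure of reporter cells at 37 °C. Each well was multiplexed: SteadyGlo luminescence measured ATXN2-luciferase expression after a fluorogenic Gly-Phe-AFC viability readout (25 uM final).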
A549 viability = Nrf2 qHTS screen for inhibitors: counterscreen for cytotoxicity. 390,000 tested, 0.16% active. A549 ARE-Fluc cells, CellTiter-Fluor viability, 18-24 h. Potency, µM (top dose mostly 46 µM), inactives show at the top dose activity change, negative = cytotoxicity, hits mostly inhibitors. AID 504648, 2011; note: potency is the fitted concentration of half-maximal effect; % is set by controls: 0 for no effect and ±100 for the full control effect
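A549 ARE-Fluc cells in 5% FBS OPTI-MEM, 5000 cells/well, rested 2 h then exposed to compounds in concentration-response for 18-24 h at 37 °C. Viability by CellTiter-Fluor fluorescence (Ex 405/Em 525) after 30 min; luciferase luminescence (BugLite, 15 min, RT) read afterwards.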
IL2 activator = qHTS of IL-2 Activators; AID 652025, 2013; activation, % (series mostly up to about 46 µM); IL-2 activation reporter assay, cell-based qHTS; stimulated with anti-CD3/CD4/CD28 beads; in transgenic mouse T cells; 360,000 tested, 0.065% active; in the data active = activation above about 50%; inconclusive = mostly about 30% to 49%; note: 0% is about no effect
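EGFP and DsRed fluorescence is measured by plate cytometry in unstimulated transgenic mouse T cells exposed to compound for 60 minutes, then stimulated 18 hours at 37 degrees C with anti-CD3/anti-CD4 beads plus anti-CD28.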
HepG2 viability = qHTS for Inhibitors of TGF-b: Cytotox Counterscreen; HepG2 CAGA-GFP viability, ATP luminescence, 18 h; Potency, µM (doses to about 46.1 µM), inactives show top-dose activity change, negative = cytotoxicity, hits mostly cytotoxic; 410,000 tested, 0.76% active; AID 588856, 2011; note: potency is the fitted concentration of half-maximal effect; some results filed as inactive show a strong effect at the top dose
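HepG2 CAGA-GFP cells (1000/well, DMEM with 1% FBS) received compound, then TGF-beta at 500 pg/mL final, and were incubated 18 hours at 37 degrees C. Viability was read by CellTiter-Glo luminescence. Media-only wells were set as complete cell-killing and DMSO as no toxicity.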
TGFb inhibitor = qHTS for Inhibitors of TGF-b; HepG2 CAGA-GFP TGF-b/SMAD3 reporter, GFP fluorescence, 18 h; TGF-beta stimulated, 500 pg/mL final; Potency, µM (doses to about 46.1 µM), without a hit: at the highest dose activity, negative = inhibition, most hits filed as inhibitors; 410,000 tested, 1.2% active; note: potency is the fitted concentration of half-maximal effect; % is set by controls: 0 for no effect and ±100 for the full control effect; nearly all actives have a fitted effect of over 65% in size
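First, reporter cells (HEPG2 CAGA-GFP) rested 2 h at 37 degrees C. Next, compounds were pinned in and TGF-beta added to 500 pg/mL final. After 18 h, GFP was imaged per cell and summed per well.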
EPAC2 ag = qHTS for Agonist of cAMP-regulated guanine nucleotide exchange factor 4 (EPAC2): primary screen. Rap guanine nucleotide exchange factor 4 (Homo sapiens), Q8WZA2. EPAC2 activation, biochemical qHTS; response scale: 100% = 6.5 mM cAMP response. Potency, µM (top dose mostly 154 µM), without a hit: top-dose activation, hits mostly activators. 360,000 tested, 0.079% active. AID 720711, 2013; note: potency is the fitted concentration of half-maximal effect; nearly all actives have a fitted effect of over 50% in size
Target sequence (Q8WZA2 whole entry, looked up): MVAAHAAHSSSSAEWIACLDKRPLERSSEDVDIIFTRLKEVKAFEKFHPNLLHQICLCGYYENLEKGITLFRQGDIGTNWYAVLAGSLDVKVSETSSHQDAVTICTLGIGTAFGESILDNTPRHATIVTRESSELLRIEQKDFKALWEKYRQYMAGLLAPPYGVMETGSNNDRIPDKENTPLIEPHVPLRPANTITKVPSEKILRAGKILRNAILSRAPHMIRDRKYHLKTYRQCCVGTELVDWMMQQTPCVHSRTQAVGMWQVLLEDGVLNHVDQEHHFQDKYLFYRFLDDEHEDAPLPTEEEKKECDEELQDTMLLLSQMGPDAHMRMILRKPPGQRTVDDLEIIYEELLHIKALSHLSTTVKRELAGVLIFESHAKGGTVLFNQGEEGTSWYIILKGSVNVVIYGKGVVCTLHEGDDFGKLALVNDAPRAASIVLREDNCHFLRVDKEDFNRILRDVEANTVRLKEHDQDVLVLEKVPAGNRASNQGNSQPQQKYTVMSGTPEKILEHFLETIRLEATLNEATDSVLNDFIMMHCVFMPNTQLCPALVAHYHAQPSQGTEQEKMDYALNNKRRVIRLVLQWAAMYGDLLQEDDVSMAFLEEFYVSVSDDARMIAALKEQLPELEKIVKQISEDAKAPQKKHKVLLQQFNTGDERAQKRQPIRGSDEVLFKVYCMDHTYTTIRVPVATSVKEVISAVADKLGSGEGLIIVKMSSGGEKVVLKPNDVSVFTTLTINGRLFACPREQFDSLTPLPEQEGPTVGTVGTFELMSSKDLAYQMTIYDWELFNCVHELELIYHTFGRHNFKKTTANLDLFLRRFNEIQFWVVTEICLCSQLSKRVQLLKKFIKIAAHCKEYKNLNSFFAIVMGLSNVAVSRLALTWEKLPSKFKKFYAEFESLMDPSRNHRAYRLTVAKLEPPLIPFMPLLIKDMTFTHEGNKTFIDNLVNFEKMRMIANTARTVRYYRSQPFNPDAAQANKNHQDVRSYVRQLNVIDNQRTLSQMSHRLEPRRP
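Compounds were added across a concentration range to EPAC2 (100 nM), RAP1B-BODIPY-GDP (250 nM) and GDP (50 uM). After 5 min at room temperature, fluorescence was recorded at 5-min intervals for 30 min.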
Nrf2 inh = Nrf2 qHTS screen for inhibitors; Potency, µM (top dose mostly 46 µM), for the others: top-dose activity change, negative = inhibition, usual class: inhibitors; A549 ARE-Fluc reporter, luciferase luminescence, 18-24 h; 360,000 tested, 2.1% active; note: potency is the fitted concentration of half-maximal effect; % is set by controls: 0 for no effect and ±100 for the full control effect; nearly all actives have a fitted effect of over 60% in size
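Cells were seeded and rested 2 h, then exposed to compounds for 18-24 h. CellTiter-Fluor was read first as a viability measure. BugLite was added 15 min before the final luminescent read of ARE-luciferase activity in A549 cells.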
S2 tox = Viability Counterscreen for Primary qHTS for Inhibitors of ATXN expression; S2 cells (HEK-293 line with an ATXN2-luciferase reporter) viability, CellTiter-Fluor protease fluorescence, 24 h; Potency, µM (series often up to 56.7 µM), usual class: cytotoxic; 400,000 tested, 0.49% active; AID 651635, 2014; note: potency is the fitted concentration of half-maximal effect; nearly all actives have a fitted effect of over 40% in size
Nrf2 activator = qHTS of Nrf2 Activators. Potency, µM (titrated, usually from 46.1 µM), without a hit: top-dose activation, most hits filed as activators. 410,000 tested, 0.31% active. AREc32 ARE-luciferase reporter (MCF7-derived line), luminescence, 24 h; note: potency is the fitted concentration of half-maximal effect; % of control where 0% means no effect; nearly all actives have a fitted effect of over 65% in size
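AREc32 cells carrying an ARE-driven firefly luciferase reporter were seeded at 1000 cells/well in OPTI-MEM with 5% FBS, then exposed to compound for 24 hr at 37 deg C. Luminescence was read with Steady-Glo after 30 min at RT.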
The depositor's hits bear a star; i = inactive; ? = inconclusive; . = no result given; & = joins results of further samples; [ ] = another dose, or the depositor's remark. Unless noted, calls come from the whole dose curve; as a rule, active = well fitted curve in the direction sought with a large enough effect; inconclusive = small, poorly fitted or top-dose-only effect, or another doubt; inactive = no such curve, though single readings can be large; an effect the other way counts as inactive or inconclusive.

SMILES	ATXN2 expr inh	A549 viability	IL2 activator	HepG2 viability	TGFb inhibitor	EPAC2 ag	Nrf2 inh	S2 tox	Nrf2 activator
CCCC[C@@H]1CNC(=S)N1CCCC	?	14%	0.5	-6%	?	0%	14%	?	-0.3%
O=C(C[C@@H]1C/C=C\CCC(=O)OC[C@@H]2CCCN2C1=O)N[C@H](CO)Cc1ccccc1	5%	-4%	0.3	-1%	17%	-6%	1%	i	0.4%
CCOc1ccc(S(=O)(=O)Nc2cccc(C(=O)NCC(C)(C)N3CCOCC3)c2)cc1	-9%	-4%	-1.3	-7%	0%	7%	?	i	-0.5%
CCc1ccc(-c2nc(CS(=O)CC(=O)NCCCN3CCOCC3)c(C)o2)cc1 (stereo not drawn)	11%	0%	-3.5	-8%	-9%	6%	23%	i	3.4%
Cc1ccc(-c2nnc(SCC(=O)NC(=O)Nc3ccc(C)cc3C)n2N)cc1	-2%	0%	0.5	-1%	-24%	17%	0%	i	0.2%[9.22 µM]
CC(=O)Nc1ccc(NC(=O)c2csnn2)cc1	3%	-7%	.	-20%	-21%	.	12%	i	4.4%
Fc1ccc(-n2c(-c3ccc4ccccc4n3)n[nH]c2=S)cc1Cl	-28%	-11%	0.5	17%	0%	3%	-11%	.	0.5%
Cc1ccc(C(=O)NC(=S)Nc2cccc3c(C)cc(C)nc23)cc1	27%	17%	1.1	-19%	-13%	5%	4%	i	4.0%
CC(C)Oc1ccc(C(=O)NC2=NCCS2)cc1	-37%	-7%	3.8	11%	-7%	5%	?	i	-0.4%
CCOc1cc(N2CCOCC2)c(OCC)cc1NC(=O)COC(=O)c1ccc(Cl)cc1N	-25%	2%	-0.2	-4%	1%	2%	-2%	?	0.8%
O=C1/C(=C\c2ccccc2)CCc2c1[nH]c1ccccc21	27%	.	-0.7	-7%	-8%	-5%	?	i	?
COc1ccc([C@H]2CC(=O)C[C@@H](CCn3cc(CCc4ccccc4)nn3)O2)cc1	-1%	.	-0.3	.	.	5%	.	i	-0.4%
Cc1cc(C(=O)N/N=C/c2ccc(OCc3ccccc3)cc2)c(C)o1	27%	-4%	0.1	-10%	-13%	0%	0%	i	3.3%
Cc1nn(CC(=O)Nc2ccc(C(C)C)cc2)c(C)c1[N+](=O)[O-]	.	1%	2.8	6%	-4%	-2%	4%	i	-0.6%
CCN(CC)C(=O)[C@H]1C[C@H](CC(=O)NCCN2CCOCC2)C(=O)N2CCc3c([nH]c4ccc(Cl)cc34)[C@]12C	3%	-7%	3.3	-8%	-6%	-7%	5%	i	3.2%
COc1cccc(NC(=O)COC(=O)c2ccc3c(c2)OCO3)c1	2%	2%	0.8	1%	7%	4%	-3%	i	-0.1%
C=CCSc1ncc(CO)n1Cc1ccccc1	3%[11.3 µM]	0%	-1.5	-9%	-6%	-1%	9%	i	0.0%
COc1ccc(-n2ncc(C(=O)N3CCc4ccccc4C3)c2C2CCN(C(=O)OC(C)(C)C)CC2)cc1	.	-1%	.	-10%	-13%	.	?	.	0.3%
C/C(=N/OC(=O)c1c(-c2c(F)cccc2Cl)noc1C)c1cnccn1	-4%	3%	-1.9	-2%	-1%	-5%	4%	i	0.0%
CN(c1ccccc1C(=O)N1CCN(Cc2ccc3c(c2)OCO3)CC1)S(C)(=O)=O	-20%	1%	-0.3	-1%	-5%	10%	-1%	i	-0.8%
CCn1nnc(NC(=O)COc2cc(C)ccc2C(C)C)n1	-16%	-10%	3.1	6%	20%	3%	.	i	-0.1%
COc1ccccc1N(CC(=O)NCCSCc1cccc(Cl)c1)S(C)(=O)=O	?	-4%&-4%	-2.1	-7%&-22%	0%&-4%	-2%	-17%&-28%	i	0.1%&-0.3%
COc1ccc(CCNC(=O)CNS(=O)(=O)c2ccc(Cl)cc2)cc1	-3%	-1%	-1.1	-7%	?	7%	-10%	i	-0.6%
Cc1nn(C)c(C(=O)Nc2ccc3c(c2)OCO3)c1[N+](=O)[O-]	27%	-1%	1.4	-3%	-14%	8%	9%	i	1.8%
COc1ccc(C(=O)NN(C)c2nc(-c3ccccc3)nnc2C(F)(F)F)cc1	-13%	-7%	-2.4	0%	15%	0%	-5%	i	1.7%
c1cc(-c2cnc3cccnn23)c2cccnc2c1	19%	.	-0.6	-22%	-9%	-2%	.	i	-0.1%
O=C(CCCCn1c(=O)c2ccccc2n(Cc2cccc(Cl)c2)c1=O)NCc1ccc2c(c1)OCO2	12%	-2%	.	4%	-2%	.	21%	i	-0.4%
O=C(O)c1ccc(C(=O)Nc2ccc(F)cc2)cc1	14%	7%	-0.5	-25%	14%	-10%	1%	i	2.1%
O=C1CCC(C(=O)N2CCc3c(Cl)cccc3C2)CN1CCCN1CCOCC1 (stereo not drawn)	5%	-3%	2.5	9%	-4%	3%	0%	i	-1.0%
O=C(CNC(=O)c1ccc(S(=O)(=O)N2CCCC2)cc1)N/N=C/c1ccc(F)cc1	.	-5%	0.2	-1%	3%	6%	-24%	?	0.4%
O=C(NCc1nc2ccccc2[nH]1)c1ccccc1F	35%	-2%	-3.0	-22%	0%	6%	4%	i	4.3%
O=C(O)c1cc(-c2ccccc2)on1	-5%	7%	-0.7	-6%	-1%	6%	-3%	i	-0.5%
O=C(/C=C(\O)c1ccc(Cl)cc1)C(=O)NNC(=O)C(O)(c1ccccc1)c1ccccc1	-1%	-4%	-2.8	7%	?	2%	.	i	-0.4%
COc1ccc(/C=C(\C#N)C(=O)NCC2CCCO2)cc1OC (stereo not drawn)	0%	-6%	-3.2	-10%	5%	3%	?	i	3.0%
Cc1ncc(CN2CCC(CO)(Cc3ccccc3)CC2)s1	.	-15%	0.0	-39%	-3%	5%	-26%	i	0.5%
CCOC(=O)c1c(-c2ccccc2)nc2ccc(C)cn12	26%	-3%	1.8	-7%	-6%	-2%	?	?	3.2%
O=C(CN1CCOCC1)Nc1ncc(Cc2cccc3ccccc23)s1	-13%	-10%	-1.5	3%	?	16%	?	i	0.0%
CC1(C(=O)Nc2ccc3c(c2)OCO3)CCN1C(=O)c1ccccc1 (stereo not drawn)	13%	.	-0.4	-23%	-16%	6%	.	?	0.7%
O=C(Nc1ccc(O)cc1)/C(=C\C=C\c1ccccc1)NC(=O)c1ccccc1	.	-18%	1.4	-38%	-5%	9%	-1%	?	-0.6%
CCN1CCN(CCCNC(=O)C(=O)c2c(C)[nH]c3ccccc23)CC1	-33%	1%	-1.8	7%	-3%	11%	10%	i	-0.6%
CCc1nnc(NC(=O)C(CC)CC)s1	14%	10%	-2.7	3%	7%	0%	19%	i	-0.1%
Cc1ccc(-c2onc(C)c2C)cc1S(=O)(=O)NC1CCC(C)CC1 (stereo not drawn)	.	-20%	.	-36%	10µM*	.	?	.	3.2%
CC(=O)c1ccc(Nc2nc(-c3ccccc3)nc3ccccc23)cc1	-26%	-3%	-0.6	-22%	-6%	0%	?	?	0.0%

Part of the list above in order of SMILES length, smallest number first:
SMILES	ATXN2 expr inh	A549 viability	IL2 activator	HepG2 viability	TGFb inhibitor	EPAC2 ag	Nrf2 inh	S2 tox	Nrf2 activator
CC(C)Oc1ccc(C(=O)NC2=NCCS2)cc1	-37%	-7%	3.8	11%	-7%	5%	?	i	-0.4%
O=C(O)c1ccc(C(=O)Nc2ccc(F)cc2)cc1	14%	7%	-0.5	-25%	14%	-10%	1%	i	2.1%
CCn1nnc(NC(=O)COc2cc(C)ccc2C(C)C)n1	-16%	-10%	3.1	6%	20%	3%	.	i	-0.1%
COc1ccc(/C=C(\C#N)C(=O)NCC2CCCO2)cc1OC (stereo not drawn)	0%	-6%	-3.2	-10%	5%	3%	?	i	3.0%
CC(=O)c1ccc(Nc2nc(-c3ccccc3)nc3ccccc23)cc1	-26%	-3%	-0.6	-22%	-6%	0%	?	?	0.0%
Fc1ccc(-n2c(-c3ccc4ccccc4n3)n[nH]c2=S)cc1Cl	-28%	-11%	0.5	17%	0%	3%	-11%	.	0.5%
C/C(=N/OC(=O)c1c(-c2c(F)cccc2Cl)noc1C)c1cnccn1	-4%	3%	-1.9	-2%	-1%	-5%	4%	i	0.0%
Cc1nn(CC(=O)Nc2ccc(C(C)C)cc2)c(C)c1[N+](=O)[O-]	.	1%	2.8	6%	-4%	-2%	4%	i	-0.6%
CCc1ccc(-c2nc(CS(=O)CC(=O)NCCCN3CCOCC3)c(C)o2)cc1 (stereo not drawn)	11%	0%	-3.5	-8%	-9%	6%	23%	i	3.4%
COc1ccc([C@H]2CC(=O)C[C@@H](CCn3cc(CCc4ccccc4)nn3)O2)cc1	-1%	.	-0.3	.	.	5%	.	i	-0.4%
O=C(CCCCn1c(=O)c2ccccc2n(Cc2cccc(Cl)c2)c1=O)NCc1ccc2c(c1)OCO2	12%	-2%	.	4%	-2%	.	21%	i	-0.4%
O=C(C[C@@H]1C/C=C\CCC(=O)OC[C@@H]2CCCN2C1=O)N[C@H](CO)Cc1ccccc1	5%	-4%	0.3	-1%	17%	-6%	1%	i	0.4%
